FBPA Giardia inh: blocks Giardia fructose-bisphosphate aldolase activity; A8B2U2; purified Giardia FBPA; Potency, µM (series often up to 59.6 µM), for the others: at the highest dose activity, negative = inhibition, most hits filed as inhibitors; hit rate 0.71% among 290,000; AID 2451; note: potency is the fitted concentration of half-maximal effect; nearly all actives have a fitted effect of over 55% in size
Target sequence (A8B2U2 whole entry, looked up): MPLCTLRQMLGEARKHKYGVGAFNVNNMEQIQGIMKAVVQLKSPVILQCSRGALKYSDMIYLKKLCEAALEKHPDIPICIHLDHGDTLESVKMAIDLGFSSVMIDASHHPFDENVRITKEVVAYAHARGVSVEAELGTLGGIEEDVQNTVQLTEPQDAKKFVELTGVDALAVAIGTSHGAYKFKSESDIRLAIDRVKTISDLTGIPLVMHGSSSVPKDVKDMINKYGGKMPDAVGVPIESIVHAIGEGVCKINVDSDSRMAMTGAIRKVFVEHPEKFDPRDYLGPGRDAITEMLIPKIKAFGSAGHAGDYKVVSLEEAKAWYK
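40 nM FBPA preincubated 10 min at RT with compound (up to 57.5 uM final), then substrate plus GAPDH/TPI/NAD/arsenate coupling and diaphorase/resazurin added. Fluorescence read after 20 min at RT, 525/598 nm.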
AmpC detergent: AmpC beta-lactamase inhibition with detergent present | P00811 | AmpC hydrolysis of nitrocefin, absorbance 480 nm, 0.01% Triton | Potency, µM (titrated, usually from 114 µM), for the others: at the top dose activity change, negative = inhibition, most hits filed as inhibitors | hit rate 0.041% among 370,000;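 note: potency is the fitted concentration of half-maximal effect; 0% = no-compound wells and -100% = no-enzyme wells; nearly all actives have a fitted effect of over 25% in size; some results filed as inactive show a strong effect at the top dose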
Target sequence (P00811 whole entry, looked up): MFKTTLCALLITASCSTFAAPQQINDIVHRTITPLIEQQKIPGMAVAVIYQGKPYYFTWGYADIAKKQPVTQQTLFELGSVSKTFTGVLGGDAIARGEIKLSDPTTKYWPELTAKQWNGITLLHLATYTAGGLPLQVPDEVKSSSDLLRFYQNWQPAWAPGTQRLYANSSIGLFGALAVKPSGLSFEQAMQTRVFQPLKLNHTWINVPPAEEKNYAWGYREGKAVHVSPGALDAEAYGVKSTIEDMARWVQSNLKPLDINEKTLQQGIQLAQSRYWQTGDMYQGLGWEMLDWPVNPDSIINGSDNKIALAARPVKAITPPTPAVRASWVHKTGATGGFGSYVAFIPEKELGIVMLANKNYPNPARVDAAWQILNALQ
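20 mM phosphate pH 7.0 + 0.01% (detergent screen) or 0.0001% Triton X-100; 5.3 nM AmpC reagent; cpd preinc 15 min RT; nitrocefin (800 uM stock) to start; A480 q20 s × 4 min; Activity was normalised to no-enzyme and no-compound control wells.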
AMA1-RON2 inh: AMA1-RON2 (P. falciparum) interaction inhibition; AlphaScreen AMA1-biotinylated RON2 peptide binding; Potency, µM (highest dose often 58.2 µM), for the others: top-dose activity change, negative = inhibition, hits mostly inhibitors; hit rate 0.2% among 360,000; AID 720542;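 note: potency is the fitted concentration of half-maximal effect; 0% = vehicle wells and -100% = peptide control; nearly all actives have a fitted effect of over 45% in size; some results filed as inactive show a strong effect at the top dose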
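AMA1 (3D7) with his tag at 25 nM final met compounds first, then biotinylated RON2 peptide at 25 nM; detection used donor plus acceptor beads, 10 µg/mL apiece, read by AlphaScreen after 30 min at room temperature.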
HCMV antiviral: blocks human cytomegalovirus replication; HFF cells, HCMV-luciferase reporter, 72 h; active compounds read low; activity change, negative = inhibition, % at 57.5 µM; hit rate 4.5% among 410,000; AID 1259415; in the data active = activity change below about -60%; inconclusive = no clear call, values can overlap the other calls; inactive = above about -39%
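Two compound doses tested in HFFs infected with HCMV-luciferase, MOI 1 PFU/cell, 72 h at 37C. Lysate luminescence read with OneGlo; data normalized against buffer-only and 10uM Salinomycin inhibitor controls.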
Sm TGR inh: inhibitors of Schistosoma mansoni thioredoxin glutathione reductase | Q962Y6 | purified TGR, DTNB reduction, TNB absorbance 405 nm | Potency, µM (highest dose often 114 µM), inactives show at the top dose activity change, negative = inhibition, most hits filed as inhibitors | hit rate 3% among 360,000 | AID 485364; note: potency is the fitted concentration of half-maximal effect; nearly all actives have a fitted effect of over 60% in size
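TGR 20 nM + NADPH 100 uM (dispensed conc.), cpd preinc 15 min RT; start with NADPH (500 uM addition) then DTNB (15 mM addition). Kinetic TNB absorbance, 405 nm filter. Four-parameter Hill fit across titration.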
AmpC inh no detg: inhibitors of E. coli AmpC beta-lactamase without detergent | AmpC nitrocefin hydrolysis, absorbance 480 nm, 0.0001% Triton | hit rate 0.52% among 330,000 | P00811 | Potency, µM (titrated, usually from 57.1 µM), inactives show at the top dose activity change, negative = inhibition, usual class: inhibitors;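 note: potency is the fitted concentration of half-maximal effect; plate controls were no compound for no effect and no enzyme for full effect; nearly all actives have a fitted effect of over 20% in size; some results filed as inactive show a strong effect at the top dose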
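AmpC (5.3 nM in the dispensed reagent) in 20 mM phosphate pH 7.0 with 0.01% (detergent screen) or 0.0001% Triton X-100 was preincubated with compounds for 15 min at room temperature. Nitrocefin was then added from an 800 uM solution, and hydrolysis was followed at 480 nm.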
* = called active by the depositor; ? = inconclusive; . = no result given; & = joins results of further samples; [ ] = dose if it differs, or a comment. Unless noted, calls come from the whole dose curve; as a rule, active = well fitted curve in the direction sought with a large enough effect; inconclusive = small, poorly fitted or top-dose-only effect, or another doubt; inactive = no such curve, though single readings can be large; an effect the other way counts as inactive or inconclusive. Unless noted, % is set by controls: 0 for no effect and ±100 for the full control effect.

The first 5 records as a preview:
Below each SMILES: FBPA Giardia inh	AmpC detergent	AMA1-RON2 inh	HCMV antiviral	Sm TGR inh	AmpC inh no detg
O=C(NN=C1CCCC1)c1n[nH]c2c1CCC2
→ 3%	-1%	30%[activator]	-7	0%	4%
O=[N+]([O-])c1ccc2[nH]c(O)c(N=NC3CS(=O)(=O)CC3O)c2c1 (centres undefined)
→ -9%	-8%	70%[activator]	-14	10%	-14%
CCNC(=O)c1c(C)oc2ncn(C)c(=O)c12
→ .	-9%	.	10	-5%	.
CNc1nc(-c2ccccc2)cc(-c2ccccc2)n1
→ -3%	2%	35%[activator]	1	7%	2%
CCCCCNCc1cccc(Br)c1
→ .	-7%	3%	43	15%	-8%

This part in full, previewed entries included:
Below each SMILES: FBPA Giardia inh	AmpC detergent	AMA1-RON2 inh	HCMV antiviral	Sm TGR inh	AmpC inh no detg
O=C(NN=C1CCCC1)c1n[nH]c2c1CCC2
→ 3%	-1%	30%[activator]	-7	0%	4%
O=[N+]([O-])c1ccc2[nH]c(O)c(N=NC3CS(=O)(=O)CC3O)c2c1 (centres undefined)
→ -9%	-8%	70%[activator]	-14	10%	-14%
CCNC(=O)c1c(C)oc2ncn(C)c(=O)c12
→ .	-9%	.	10	-5%	.
CNc1nc(-c2ccccc2)cc(-c2ccccc2)n1
→ -3%	2%	35%[activator]	1	7%	2%
CCCCCNCc1cccc(Br)c1
→ .	-7%	3%	43	15%	-8%
Cn1c(=O)c2c(-c3ccccc3)n3c(c2n(C)c1=O)C(c1cc(Cl)ccc1O)Nc1ccccc1-3 (centres undefined)
→ .	27%	.	24	0%	.
CCCc1nc2oc(C(=O)c3ccccc3)c(N)c2c2c1COC(C)(C)C2
→ -2%	-1%	2%	-10	14%	6%
CCOC(=O)Nc1ccc2c(c1)N(C(=O)CN(CC)CC)c1ccccc1C=C2
→ 2%	2%	8%	11	7%	21%
O=C(Oc1nsnc1N1CCOCC1)N(c1ccccc1)c1ccccc1
→ 5%	?	-12%	34	18%	66%[activator]
C=CCOc1ccccc1CN1CCC(Oc2cc(C(=O)NC3CC3)ccc2OC)CC1
→ .	?	8%	-15	2%	31%

Next section.
Below each SMILES: FBPA Giardia inh	AmpC detergent	AMA1-RON2 inh	HCMV antiviral	Sm TGR inh	AmpC inh no detg
COc1ccc(C(C)=O)cc1Cn1cnc2c(cnn2C)c1=O
→ 3%	7%	0%	0	-2%	3%
C=CCc1cccc(C=Nc2c[nH]c(=O)[nH]c2=O)c1O
→ -6%	-11%	49%[activator]	46	-29%	-3%
CCCN1C(=O)C2(c3ccccc31)c1c(oc3ccccc3c1=O)C(=O)N2CCCOC(C)C (centres undefined)
→ .	-5%	.	-36	0%	.
Cc1cccc(N(C(=O)CNC(=O)c2ccco2)C(C(=O)NC2CCCC2)c2ccncc2)c1C (centres undefined)
→ -1%	?	-3%	-10	1%	-7%
Cc1cc(C2=NNC(=NCCc3ccccc3)SC2)c(C)n1-c1c(C)n(C)n(-c2ccccc2)c1=O
→ -3%	-7%	95%[activator]	-32	-29%	73%[activator]
O=[N+]([O-])c1cc(Cl)ccc1Sc1cccc2cccnc12
→ ?	3%	-9%	8	4%	-36%
Cc1ccc2c(c1)C(c1ccccc1)N(C(=O)c1ccc(Br)cc1)CC(=O)N2 (centres undefined)
→ -4%	-5%	-9%	31	-3%	-17%
COC(C[C@@H]1O[C@@H]1[C@H](O)COCc1ccccc1)OC
→ 10%	-2%	4%	-38	-4%	-5%
CCOC(=O)N1CCN(C(=O)c2cc(S(=O)(=O)N3CCCC3)cn2C)CC1
→ 15%	4%	3%	23	6%	12%
Cc1nc2ccc(NS(=O)(=O)c3ccc(F)c(F)c3)cc2s1
→ .	3%	28%	-18	-14%	-28%

More results follow.
Below each SMILES: FBPA Giardia inh	AmpC detergent	AMA1-RON2 inh	HCMV antiviral	Sm TGR inh	AmpC inh no detg
COCCn1c(SCC(=O)Nc2ccccc2OC)nc2c([nH]c3ccccc32)c1=O
→ .	-10%	-11%	23	7%	-22%
Cc1cccc(NC(=O)CCn2cnnn2)c1C
→ .	0%	.	32	6%	.
Cc1ccc(N2CCN(CCc3nc4cc(NC(=O)c5ccco5)ccc4n3C)CC2)cc1
→ 5%	2%	-9%	?	5%	34%
Cc1ccc(C(=O)NCC(=O)OCc2cc(=O)n3nc(C4CCCCC4)sc3n2)cc1
→ .	-3%	.	4	-4%	.
COc1ccc(-c2cc(C(=O)N3CCN(c4ccccc4)CC3)c3ccccc3n2)cc1
→ -4%	?	?	70	0%	49%
Cc1ccc(NC(=O)COc2ncnc3cc([N+](=O)[O-])ccc23)cc1S(=O)(=O)N1CCOCC1
→ -1%	4%	-10%	?	0%	-6%
Cn1cc[n+](C)c1P(=S)(c1ccccc1)c1ccccc1
→ 3%	?	6%	-10	0%	6%
CCc1cc(=O)oc2cc(C)c3c(-c4ccc(F)cc4)coc3c12
→ .	2%	.	-2	-1%	.
O=C(CN1C(=O)c2ccccc2C1=O)OCC(=O)N1CCCCC1
→ .	.	14%	0	.	-24%
c1ccc(-n2nnnc2-c2cnc(-c3cccnc3)nc2-c2cccs2)cc1
→ 0%	-11%	-19%	-25	-17%	11%

Next section
Below each SMILES: FBPA Giardia inh	AmpC detergent	AMA1-RON2 inh	HCMV antiviral	Sm TGR inh	AmpC inh no detg
Cc1ccnc(N2C(=O)c3ccccc3C2Nc2cccc(C)c2C)c1 (centres undefined)
→ 2%	?	-7%	-14	1%	-21%
CN=C(Nc1ccccc1)SC1CC(=O)N(c2cccc(OC)c2)C1=O (centres undefined)
→ -9%	11%	-2%	-1	2%	43%
O=C(O)Cn1cc(/C=C2/SC(=O)N(CC(=O)N3CCCCCC3)C2=O)c2ccccc21
→ 15%	7%	13%	-37	-4%	-23%
Cc1ccc(-c2nc(CN3CCCCC3)cc(CN3CCCCC3)c2O)cc1
→ -28%	-2%	-19%	-35	20µM*	-2%
c1ccc2c(Nc3ccc(N4CCOCC4)cc3)nc(N3CCOCC3)nc2c1
→ -1%	-10%	7%	19	-3%	22%
CCc1c(C)[nH]n(-c2nc(-c3ccccc3)cs2)c1=O
→ -17%	5%	44%[activator]	-26	3%	-27%
O=C(Cc1ccccn1)c1ccc(F)cc1
→ .	-13%	30%[activator]	-35	-11%	-3%
COc1ccc(S(=O)(=O)N2CCN(C(=O)c3ccc(C)o3)CC2)cc1
→ -3%	-14%	5%	0	1%	-3%
Cc1ccc2c(=O)cc(C(=O)Nc3nnc(C)s3)oc2c1
→ .	15%	.	14	5%	.
c1ccc(-c2nnc3sc(Cc4cccs4)nn23)cc1
→ 4%	1%	8%	55	-3%	-20%

Complete entries, quoted from the list. Screens in order: FBPA Giardia inh	AmpC detergent	AMA1-RON2 inh	HCMV antiviral	Sm TGR inh	AmpC inh no detg
Shown for Cc1ccc2c(c1)C(c1ccccc1)N(C(=O)c1ccc(Br)cc1)CC(=O)N2 (centres undefined) : -4%	-5%	-9%	31	-3%	-17%
Shown for O=C(NN=C1CCCC1)c1n[nH]c2c1CCC2 : 3%	-1%	30%[activator]	-7	0%	4%
Shown for CCOC(=O)Nc1ccc2c(c1)N(C(=O)CN(CC)CC)c1ccccc1C=C2 : 2%	2%	8%	11	7%	21%

(continued)
Below each SMILES: FBPA Giardia inh	AmpC detergent	AMA1-RON2 inh	HCMV antiviral	Sm TGR inh	AmpC inh no detg
COc1cc(C(=O)Nc2ccccc2N2CCCCC2)cc(OC)c1OC
→ 0%	-11%	-10%	?	7%	85%[activator]
COc1ccc(NC(=S)NC(C)Cc2cccs2)cc1 (centres undefined)
→ -3%	9%	-5%	?	-3%	-23%
Cn1c(=O)c2c(nc(N3CCCCC3)n2C)n(C)c1=O
→ -1%	?	-2%	43	-6%	-1%
O=C1C=C(c2ccc(Cl)c(C(F)(F)F)c2)C[C@@H](c2ccc(Cl)cc2)C1
→ .	-4%	16%	39	-3%	-31%
Cc1nn(-c2ccccc2)c(C)c1/C=N/NC(=O)c1cc(-c2ccc(Cl)s2)[nH]n1
→ 0%	-11%	46%[activator]	-11	19%	-21%
CCOC(=O)c1c(N)sc(C(=O)N2CCCCCC2)c1C
→ 1%	-18%	-4%	-20	3%	-16%
CCCCNC(=O)CCNS(=O)(=O)c1ccc(C)cc1
→ 3%	1%	-24%	1	10%	-19%
CC(=NCCCn1ccnc1)c1c(-c2ccccc2)[nH]n(-c2nc3ccccc3s2)c1=O
→ -5%	1%	12%	58	3%	116%[activator]
Cc1cc(C)nc(NS(=O)(=O)c2ccc(NC(=O)c3ccc(S(=O)(=O)N4CCOCC4)cc3)cc2)n1
→ -26%	-3%	-2%	37	1%	-49%
CC1=C(C#N)C(/C=N/OCc2ccc(F)cc2Cl)CC(=O)N1 (centres undefined)
→ 3%	?	-2%	-80*	6%	-13%

Next part.
Below each SMILES: FBPA Giardia inh	AmpC detergent	AMA1-RON2 inh	HCMV antiviral	Sm TGR inh	AmpC inh no detg
CCCCC#Cc1ccccc1CC(=O)Nc1ccccc1
→ -6%&-14%	-14%	-1%	-4	-6%	-16%
COc1cc(/C(C)=N/NC(=O)C(O)(c2ccccc2)c2ccccc2)ccc1O
→ -10%	-9%	43%[activator]	16	.	-42%
COc1ccccc1NC(=O)CSCc1ccc([N+](=O)[O-])cc1
→ -7%	-11%	-28%	46	22%	-33%
CN(Cc1nc(-c2ccccn2)no1)S(=O)(=O)c1ccc(Br)cc1
→ 3%	-2%	5%	0	9%	-5%
Cc1ccc(C(=O)NCC(=O)OCCCOC(=O)CNC(=O)c2ccc(C)cc2)cc1
→ .	-15%	1%	-16	-10%	17%

Bioassay records deposited in PubChem BioAssay by National Center for Advancing Translational Sciences (NCATS).
